# L3MBTL1 block = qHTS Assay for the Inhibitors of L3MBTL1 | Lethal(3)malignant brain tumor-like protein 1 (Homo sapiens), Q9Y468 | AlphaScreen L3MBTL1–H3K9me1 peptide binding | Potency, µM (highest dose often 57.1 µM), for the others: at the top dose activity, negative = inhibition, actives largely listed as inhibitors | hit rate 0.66% among 230,000; active = well fitted inhibition curve with a large enough effect; inconclusive = small, poorly fitted or top-dose-only effect; inactive = no such curve, though single readings can be large or run the other way; also: nearly all actives have a fitted effect of over 60% in size
# Target sequence (Q9Y468 whole entry, looked up): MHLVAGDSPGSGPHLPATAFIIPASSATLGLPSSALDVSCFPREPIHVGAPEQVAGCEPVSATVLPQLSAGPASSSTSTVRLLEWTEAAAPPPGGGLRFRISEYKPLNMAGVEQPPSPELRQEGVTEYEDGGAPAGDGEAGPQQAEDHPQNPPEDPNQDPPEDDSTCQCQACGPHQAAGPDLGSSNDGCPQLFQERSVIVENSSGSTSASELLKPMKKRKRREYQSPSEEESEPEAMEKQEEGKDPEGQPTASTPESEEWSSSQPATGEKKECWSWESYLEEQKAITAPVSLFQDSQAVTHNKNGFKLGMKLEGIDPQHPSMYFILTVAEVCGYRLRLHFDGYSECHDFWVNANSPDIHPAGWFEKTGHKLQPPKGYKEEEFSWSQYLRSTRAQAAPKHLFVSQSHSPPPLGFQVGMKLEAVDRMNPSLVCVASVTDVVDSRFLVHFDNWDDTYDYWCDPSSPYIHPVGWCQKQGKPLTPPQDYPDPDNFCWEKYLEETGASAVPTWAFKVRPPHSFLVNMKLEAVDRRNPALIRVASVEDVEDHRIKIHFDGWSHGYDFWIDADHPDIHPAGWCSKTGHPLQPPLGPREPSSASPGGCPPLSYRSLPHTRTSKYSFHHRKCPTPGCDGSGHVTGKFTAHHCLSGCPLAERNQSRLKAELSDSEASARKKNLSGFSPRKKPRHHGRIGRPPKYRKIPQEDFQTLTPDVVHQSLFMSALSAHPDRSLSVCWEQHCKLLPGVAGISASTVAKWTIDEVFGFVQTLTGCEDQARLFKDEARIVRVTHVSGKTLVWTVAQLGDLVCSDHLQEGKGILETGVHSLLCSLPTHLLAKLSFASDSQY
#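 L3MBTL1 (50 nM) pre-complexed 30 min with biotinylated H3(1-15)K9me1 peptide (75 nM), then compounds added for 30 min at room temperature; AlphaScreen streptavidin donor/nickel chelate acceptor beads (10 ug/mL final) read after 30 min dark incubation.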
# Numbers without * were called inactive; ? = inconclusive; [ ] = dose if it differs, or a comment. % is scaled to controls: 0 for no effect and ±100 for the full control effect; potency is read from the fitted curve at half-maximal effect. These rows are one share of the data; the hit share may differ from the screen's.
cpd	structure	L3MBTL1 block
1	COc1ccc(S(=O)(=O)N2CCCCCC2)cc1NC(=O)CN1C(=O)NC(C)(c2ccc(C)cc2)C1=O (stereo unspecified)	8%
2	C[C@@H](NC(=O)c1[nH]cnc1C(=O)Nc1ccon1)c1ccccc1	-5%
3	C#CCOCCOCCOCCNc1nc(N2CCN(C(=O)CCCCCCCCCCNC(=O)[C@@H](CCC(=O)O)n3cc(CCCCCN)nn3)CC2)nc(N2CCN(C(=O)CCCCCCCCCCNC(=O)[C@H](CCCCN)n3cc(C[C@@H](C)CC)nn3)CC2)n1	-6%
4	CC1(C2CC2)NC(=O)N(CC(=O)Nc2ccccc2F)C1=O (stereo unspecified)	-2%
5	O=S(=O)(c1ccc(=S)[nH]c1)N1CCN(Cc2ccccc2)CC1	-4%
6	CC(Oc1cccc(Cl)c1)C(=O)Nc1ccccc1C(=O)N1CCCCC1 (stereo unspecified)	1%
7	O=C(OCC(=O)c1ccc[nH]1)c1ccc(F)c(S(=O)(=O)N2CCOCC2)c1	34%[activator]
8	CCN(C[C@H]1N[C@@](Cc2ccccc2)(C(=O)OC)[C@H]2C(=O)N(Cc3ccccc3)C(=O)[C@@H]12)C(=O)Nc1ccc(C)cc1	-7%
9	C=CCN=C1S/C(=C\N(C)C)C(=O)N1S(=O)(=O)c1ccc(C)cc1	46%[activator]
10	CCOc1ccc(NC(=O)CNc2cccc(S(=O)(=O)N3CCCCCC3)c2)cc1OCC	-2%
11	NC(=O)c1ccsc1NC(=O)CS(=O)(=O)c1ccc(F)cc1	-5%
12	COc1ccc([C@@H]2CC=C(C(=O)O)[C@H](c3ccc(Br)cc3)N2S(=O)(=O)c2ccccc2C)cc1	3%
13	Cc1ccc(C)c(S(=O)(=O)Nc2ccc(C(=O)N3CC(C)OC(C)C3)cc2)c1 (stereo unspecified)	3%
14	Cc1ccc(OCC(=O)Nc2cc(S(=O)(=O)N3CCCCC3)ccc2N2CCN(C)CC2)c(C)c1	-9%
15	Cc1cccc(Nc2nnc(SCC(=O)NC(=O)CN3CCCC3=O)s2)c1	4%
16	CC(C)(C)OC(=O)C[C@@H]1C/C=C\C[C@@H](CC(=O)N[C@H](CO)Cc2ccccc2)C(=O)NC[C@@H](c2ccccc2)OC1=O	1%
17	CN(CC(=O)Nc1c(Cl)cccc1Cl)C(=O)c1ccccc1-c1nc2ccccc2s1	-7%
18	CCN(C[C@H]1N[C@@](C)(C(=O)OC)[C@H]2C(=O)N(Cc3ccccc3)C(=O)[C@@H]12)C(=O)c1ccccc1	14%
19	Cc1nc(/N=C\c2ccc(N(C)C)cc2)sc1C	4%
20	O=C(CCc1ccccc1)NNC(=O)c1ccncc1	-1%
21	CC(OC(=O)c1cc(Br)ccc1O)C(=O)NCc1ccc2c(c1)OCO2 (stereo unspecified)	?
22	COC(=O)C1(Cc2cc(-c3ccc([N+](=O)[O-])cc3)no2)CCN(C(=O)OC(C)(C)C)CC1	-12%
23	CC(OC(=O)C1CC1)C(=O)Nc1cc(Cl)cc(Cl)c1 (stereo unspecified)	9%
24	CN(Cc1ccccc1)C(=O)CCC1CCN(S(=O)(=O)N(C)C)CC1	3%
25	O=C(COC(=O)COc1ccccc1)Nc1ccc2c(c1)OCCO2	2%
26	C=CCN1c2ccccc2C(=O)CS1(=O)=O	3%
27	O=C(CSc1nc(=O)n(CCCN2CCOCC2)c2c1CCCC2)Nc1ccc(F)cc1F	-3%
28	O=C1C=C(c2cccc(Cl)c2O)C[C@@H](c2ccc3c(c2)OCO3)C1	-12%
29	CCOc1ccccc1C(=O)NC(C(=O)N(C)Cc1ccc2c(c1)OCO2)C(C)C (stereo unspecified)	-8%
30	COc1ccc(C2CC(c3cccc(C(F)(F)F)c3)=NN2c2ccc(S(N)(=O)=O)cc2)cc1 (stereo unspecified)	60%[activator]
31	Cc1ccc(C(=O)NC2CC(=O)N(c3ccc4c(c3)OCCO4)C2)cc1[N+](=O)[O-] (stereo unspecified)	-6%
32	Cc1ccc(S(=O)(=O)N2CC(O)C2)cc1	7%
33	CN(C(=O)COC(=O)C1=COCCO1)c1c(N)n(Cc2ccccc2)c(=O)[nH]c1=O	7%
34	Cc1csc(=O)n1CC(=O)OCc1nnc(-c2ccc([N+](=O)[O-])cc2)o1	3%
35	Cc1ccc(CNC(=O)COC(=O)c2cccnc2Cl)cc1	5%
36	O=C(OCC#CCSc1nnc(-c2cccc3ccccc23)s1)c1cccs1	-4%
37	Cc1ccc(S(=O)(=O)N2CCN(C(=O)Cn3cnc4c3c(=O)n(C)c(=O)n4C)CC2)cc1C	-8%
38	O=C1CCN(Cc2cccnc2)CCN1[C@H](CO)Cc1ccccc1	-3%
39	COc1ccc(N2CCN(C(=O)COC(=O)c3cc(S(=O)(=O)N(C)C)ccc3N3CCCC3)CC2)cc1	-8%
40	CN1CCN(S(=O)(=O)c2cccc(C(=O)N3CCN(c4ccccc4)CC3)c2)CC1	0%
41	Cc1cc(Cl)ccc1NC(=O)COC(=O)c1c(C)noc1C	8%
42	COc1ccc(NC(=O)O/N=C/c2ccccc2)cc1	-4%
43	Cc1ccc(S(=O)(=O)N2[C@@H](c3ccccc3F)C(C(=O)O)=CC[C@H]2c2cccs2)cc1	5%
44	O=C(NNC(=O)c1ccc(Br)s1)c1csc(N2CCOCC2)n1	2%
45	N#CC1(NC(=O)COC(=O)c2cccc(-n3cnnn3)c2)CCCCC1	4%
46	CCN(CC(=O)Nc1ccc(Br)cc1)CC(=O)Nc1cc(C)on1	-8%
47	O=C1NCCO1	3%
48	Cc1ccc(COC(=O)CCCN=C2NS(=O)(=O)c3ccccc32)cc1	6%

# Retrieved by compound from the entries so far:
cpd	structure	L3MBTL1 block
44	O=C(NNC(=O)c1ccc(Br)s1)c1csc(N2CCOCC2)n1	2%
48	Cc1ccc(COC(=O)CCCN=C2NS(=O)(=O)c3ccccc32)cc1	6%
41	Cc1cc(Cl)ccc1NC(=O)COC(=O)c1c(C)noc1C	8%
42	COc1ccc(NC(=O)O/N=C/c2ccccc2)cc1	-4%

# The listing continues:
cpd	structure	L3MBTL1 block
49	Cc1ccc(S(=O)(=O)N2CCOCC2)cc1C(=O)NCC1CCCCC1	-1%
50	C=CC[C@H](CC(=O)N(CCO)Cc1ccccc1)C(=O)N[C@@H](COC(=O)[C@@H](CC=C)CC(=O)OC(C)(C)C)Cc1c[nH]c2ccccc12	-16%
51	CCN1C(=O)[C@@H]2[C@@H](c3ccc(-c4cccc(Cl)c4)c(OC)c3)N3CCCC[C@@]3(C(=O)OC)[C@@H]2C1=O	-12%
52	CCN(CC)C(=O)c1nc[nH]c1C(=O)N1CCN(c2ccccc2)CC1	3%
53	Cc1ccc(S(=O)(=O)N2[C@@H](c3ccccc3F)C(C(=O)O)=CC[C@H]2c2cccc(Cl)c2)cc1	-2%
54	COc1ccc(C(=O)c2c3ccccc3[n+]([O-])n2Cc2ccc(C(N)=O)cc2)cc1	1%
55	Cc1ccccc1OCCC(=O)Nc1ccc(S(=O)(=O)N(C)C2CCN(C)CC2)cc1	-10%
56	O=C(NCCS(=O)(=O)N1CCN(c2ccccc2F)CC1)c1ccc(F)c(F)c1	1%
57	COc1cc(S(=O)(=O)Nc2ccccc2C(=O)N2CCCC2)ccc1NC(C)=O	-1%
58	CC(=O)Oc1cccc(N2C(=O)c3cccc4c([N+](=O)[O-])ccc(c34)C2=O)c1	6%
59	COc1ccc(-c2cc3ccc(OC)cc3cn2)cc1	-1%
60	COc1ccc(C(CNC(=O)CN(C)S(=O)(=O)c2ccc(C)cc2)N2CCCC2)cc1 (stereo unspecified)	-5%
61	CC(C)(C)c1cc(CCC(=O)NNC(=O)c2ccncc2)cc(C(C)(C)C)c1O	0%
62	O=C1CN(S(=O)(=O)c2ccc(F)cc2)CCN1	0%
63	COCCN(C(=O)COC(=O)C1CC1C)c1c(N)n(Cc2ccccc2)c(=O)[nH]c1=O (stereo unspecified)	5%
64	NC(=O)c1ccsc1NC(=O)COC(=O)c1ccc(Cl)c(N)c1	-14%
65	O=C(Nc1cccc(S(=O)(=O)N2CCOCC2)c1)C1CC1	2%
66	Cc1ccc(COC(=O)c2cc(S(=O)(=O)N3CCCCC3)ccc2N2CCOCC2)cc1	6%
67	CN(C)C(=O)c1ccc(NC(=O)COC(=O)c2cc(S(=O)(=O)N(C)C)ccc2N2CCCC2)cc1	-5%
68	COCCCn1c(=O)c2sccc2n(Cc2cc(C(=O)OC)ccc2OC)c1=O	41%[activator]
69	COCCNC(=O)C1CC(c2ccccc2C(F)(F)F)=NO1 (stereo unspecified)	3%
70	COC(=O)[C@]1(Cc2ccccc2)N[C@H](CN(C)C(=O)c2ccc(C(C)(C)C)cc2)[C@@H]2C(=O)N(Cc3ccccc3)C(=O)[C@@H]21	-11%
71	Cc1ccc(C)c(S(=O)(=O)N2CCCCC2CCNC(=O)C(=O)NCc2ccco2)c1 (stereo unspecified)	-10%
72	O=C(CSC1=NS(=O)(=O)c2ccccc2N1)N1CCCCC1	-3%
73	COC(=O)[C@]1(C)N[C@H](CN(C)S(=O)(=O)c2ccc(OC)cc2)[C@@H]2C(=O)N(C)C(=O)[C@@H]21	5%
74	COc1ccc(CCNC(=O)CCC(=O)c2cccs2)cc1OC	1%
75	CC(NC(=O)COC(=O)c1ccc[nH]c1=O)c1ccccc1 (stereo unspecified)	7%
76	Cc1ccccc1-c1cc(C(=O)NCc2cccc(Br)c2)nn1CC1CC(c2cccc([N+](=O)[O-])c2)=NO1 (stereo unspecified)	-9%
77	O=C(CNC(=O)c1ccc2c(c1)OCO2)Nc1ncccc1O	-7%
78	Cc1nn(-c2ccccc2)c(C)c1NC(=O)COC(=O)c1ccc(Cl)c(S(N)(=O)=O)c1	-9%
79	CCC(C)(C)C1CCc2[nH]nc(C(=O)NC3CCCCC3)c2C1 (stereo unspecified)	10%
80	COc1ccc(NC(=O)c2ccc3c(c2)OCO3)cc1S(=O)(=O)N1CCOCC1	-1%

# As entered above.
# Result for CC(NC(=O)COC(=O)c1ccc[nH]c1=O)c1ccccc1 (stereo unspecified) under L3MBTL1 block: 7%
# Result for O=C(CNC(=O)c1ccc2c(c1)OCO2)Nc1ncccc1O under L3MBTL1 block: -7%

# Continuation.
cpd	structure	L3MBTL1 block
81	COc1cc2nc(CN3CCN(S(=O)(=O)c4ccccc4C(F)(F)F)CC3)[nH]c(=O)c2cc1OC	-2%
82	CCN1C(=O)[C@H]2[C@H]3CN=C(SCc4ccc(C#N)cc4)N3[C@@](C)(C(=O)OC)[C@H]2C1=O	15%
83	O=C(CSc1ccc2c(c1)OCCO2)N1CCN(c2ccccc2O)CC1	?
84	O=C1CC2(CCN(C(=O)c3c(F)cccc3Cl)CC2)Oc2ccccc21	-7%
85	CCc1cccc(OCC2Cn3c(nc4c3c(=O)n(C)c(=O)n4C)O2)c1 (stereo unspecified)	10%
86	CC(C)=CCC[C@](C)(O[C@@H]1O[C@H](CO[C@@H]2OC[C@H](O[C@@H]3OC[C@@H](O)[C@H](O)[C@H]3O)[C@H](O)[C@H]2O)[C@@H](O)[C@H](O)[C@H]1O)C1CC[C@]2(C)C1[C@H](O)CC1[C@@]3(C)CC[C@H](O)C(C)(C)C3[C@@H](O)C[C@]12C (stereo partly specified)	10%
87	COc1ccc(-c2sc3cc4c(cc3c2C#Cc2ccc(N)cc2)OCO4)cc1	13%
88	O=C(COC(=O)c1ccc(F)cc1)NC1CC1	30%
89	O=C(COC(=O)CNS(=O)(=O)c1ccc(F)c(F)c1F)NC1CCCC1	3%
90	CC1CCCCC12NC(=O)N(CC(=O)N1CCN(C(=O)c3ccco3)CC1)C2=O (stereo unspecified)	-2%
91	CC1(c2cccc(Br)c2)NC(=O)N(CC(=O)N2CCN(C(=O)c3ccco3)CC2)C1=O (stereo unspecified)	-11%
92	COc1ccc(CN2CCN(C(=O)c3ccc4c(c3)CCC4)CC2)cc1OC	-4%
93	Cc1ccsc1C(=O)OCC(=O)NC1CCCCC1C (stereo unspecified)	3%
94	O=C(Nc1cccc(S(=O)(=O)NC2=NCCC2)c1)c1cn(-c2ccccc2)nc1-c1ccc(F)cc1	-3%
95	COc1ccc(NC(=O)COC(=O)/C=C/c2cccs2)c(OC)c1	1%
96	COc1cc(OC)cc(-c2c(-c3cccs3)c3cc(-c4ccc5c(c4)OCCO5)ccc3n2C)c1	-12%
97	O=Cc1c(N2CCN(CCO)CC2)nc2ccccn2c1=O	2%
98	Cc1ccc(NC(=O)CSCC(=O)Nc2sccc2C#N)cc1	3%
99	C#CCOCCOCCOCCNc1nc(N2CCN(C(=O)CCCCCCCCCCNC(=O)[C@H]([C@@H](C)CC)n3cc(CCCCN=C(N)N)nn3)CC2)nc(N2CCN(C(=O)CCCCCCCCCCNC(=O)[C@H](CO)n3cc(CCCCCN)nn3)CC2)n1	-9%
100	CC(=O)Nc1ccc(C(=O)OCC(=O)N2CC3(C)CC2CC(C)(C)C3)cc1 (stereo unspecified)	17%
101	COc1ccccc1C(=O)N1CCN(c2ccc(N3CCOCC3)nn2)CC1	-10%
102	Cc1ccc(NC(=O)c2ccc3c(c2)C(=O)N(c2ccccc2C)C3=O)nc1	1%
103	O=C(COC(=O)C1(c2ccccc2)CC1)NNC(=O)c1ccccc1	-2%
104	Cc1c(C(=O)Nc2ccccn2)oc2ccc(Br)cc12	-4%
105	O=S(=O)(c1ccccc1)N1CN(c2ccc(F)cc2F)c2nc3ccccc3nc21	-3%
106	C=CC[C@@H](CC(=O)OC(C)(C)C)C(=O)OC[C@@H]1CCCN1C(=O)[C@H](CC=C)CC(=O)NCCO	5%
107	COc1ccc(-c2cn(CCC(=O)NCc3ccc(C)cc3)c(-c3ccncc3)n2)cc1	-6%

# Screens from PubChem.
